Screening results (PubChem BioAssay)
Rin1-Abl PPI inh: blocks binding of human Rin1 to Abl | TR-FRET Rin1/Abl binding, biochemical | P00519+Q13671 | AID 588664 | inhibition, % at 7.35 µM | 360,000 tested, 0.4% active; in the data active = inhibition above about 5%, passing the limit was not always enough
E coli Lon inh: E. coli protease La inhibition; P0A9M0; purified E. coli Lon protease, fluorescence polarization; inhibition, % at 7.94 µM; 360,000 tested, 0.42% active; AID 602123; in the data active = inhibition above about 13%, passing the limit was not always enough;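 also: 0% = enzyme with probe and DMSO and 100% = no enzyme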
MsrA inh: inhibitors of bovine MsrA; purified bovine MsrA, absorbance read-out; inhibition, % at 15.5 µM; 360,000 tested, 0.75% active; AID 651718; in the data active = inhibition above about 4.5%;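 also: 0% = vehicle wells with enzyme and 100% = reference inhibitor wells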
MsrA act: bovine methionine sulfoxide reductase A activation; purified bovine MsrA, absorbance read-out; activation, % at 10.6 µM; 360,000 tested, 0.3% active; in the data active = activation above about 7.5%;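 also: 0% = vehicle and 100% = reference activator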
FAS TE block: inhibitors of human fatty acid synthase thioesterase domain. P49327. recombinant FAS-TE, OMFH fluorogenic substrate, fluorescence endpoint. inhibition, % at 15 µM. 360,000 tested, 0.67% active;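 active = compounds whose normalised, plate-corrected inhibition of enzyme fluorescence in the single-dose primary screen is 50% or more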;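 also: 0% = DMSO with enzyme and 100% = substrate without enzyme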
Neddylation inh: blocks human cullin neddylation; P61081+Q13564; TR-FRET cullin neddylation, biochemical; calls only at 25 µM; 360,000 tested, 0.58% active; AID 651699; in the data active = inhibition above about 36%
Target sequence (P61081 whole entry, looked up): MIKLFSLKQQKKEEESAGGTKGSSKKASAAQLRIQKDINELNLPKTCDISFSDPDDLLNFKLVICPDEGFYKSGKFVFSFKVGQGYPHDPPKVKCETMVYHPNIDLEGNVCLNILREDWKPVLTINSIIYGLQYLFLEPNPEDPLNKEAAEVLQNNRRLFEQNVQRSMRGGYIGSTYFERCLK
Target sequence (Q13564 whole entry, looked up): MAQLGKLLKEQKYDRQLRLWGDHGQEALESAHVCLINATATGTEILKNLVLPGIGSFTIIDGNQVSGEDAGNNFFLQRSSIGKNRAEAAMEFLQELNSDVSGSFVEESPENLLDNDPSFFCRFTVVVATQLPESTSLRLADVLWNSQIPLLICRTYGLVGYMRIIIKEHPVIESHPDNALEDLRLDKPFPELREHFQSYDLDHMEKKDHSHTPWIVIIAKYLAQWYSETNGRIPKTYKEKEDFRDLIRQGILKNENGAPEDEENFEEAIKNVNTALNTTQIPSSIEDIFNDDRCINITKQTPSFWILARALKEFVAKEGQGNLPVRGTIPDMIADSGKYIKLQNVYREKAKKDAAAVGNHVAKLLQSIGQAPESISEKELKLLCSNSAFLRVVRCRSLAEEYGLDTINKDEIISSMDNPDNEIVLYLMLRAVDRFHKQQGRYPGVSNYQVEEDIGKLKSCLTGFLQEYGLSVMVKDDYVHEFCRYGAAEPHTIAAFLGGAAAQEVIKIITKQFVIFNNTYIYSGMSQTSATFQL
CendR NRP1 mod: modulators of CendR peptide binding to human neuropilin-1. O14786. FAM-RPARPAR peptide binding to NRP-1, fluorescence polarization. inhibition, % at 25 µM. 360,000 tested, 0.85% active. AID 602438;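 active = inhibition or corrected inhibition above about 18%, plus a signal ratio from 0.5 to 1.5, limit read from the data, passing the limit was not always enough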; also: strong numbers were not always called active
SKN-1 block: blocks SKN-1 activity in C. elegans | C. elegans VP596 Pgst-4::GFP/RFP ratio, acrylamide-induced, 24 h | inhibition, % at 21.8 µM | 360,000 tested, 0.49% active;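 active = interference check ratio from 0.5 to 1.5 plus GFP to RFP signal ratio inhibition reaching or exceeding a fixed threshold, cut at about 30% in these data, passing the limit was not always enough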; also: some compounds called inactive have numbers as strong as hits
MT1-MMP act inh: MT1-MMP (human) activation inhibition | HT1080 RFP-PRO-GFP cells, GFP/RFP ratio fluorescence, overnight; percent of plate control window, DMSO zero | 360,000 tested, 0.061% active | GFP/RFP ratio change, % at 20 µM | P50281;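 active = GFP/RFP ratio change of at least 30% with cell ATP level not reduced by more than half and red fluorescence within 50% of control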; also: strong numbers were not always called active
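Test system: HT1080 cells expressing an RFP-PRO-GFP fluorescent reporter construct / Compound dosing: single-point 20 µM compound, 1% DMSO / Schedule: cells overnight before dosing, compound overnight, 37 °C, 5% CO2 / Evaluation: GFP/RFP fluorescence ratio / Control set: DMSO and RFP-L50D-GFP cell wells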
* hit, by the source's call; i = inactive; . = not tested or not shown.

The line under a structure holds: Rin1-Abl PPI inh, E coli Lon inh, MsrA inh, MsrA act, FAS TE block, Neddylation inh, CendR NRP1 mod, SKN-1 block, MT1-MMP act inh
- COc1ccc(S(=O)(=O)N2CCOCC2)cc1C(=O)N(C)Cc1ccccc1F
  3, 5, 0.7, -2, -8, i, 11, -3, 0
- O=C(O/N=C/c1ccc(Cl)cc1)C1CCCCC1
  2, 0, -0.5, -10, 6, i, -3, -3, -3
- CCc1nnc(SCc2ccc(C(=O)OC)o2)n1N
  6, 3, -0.5, -14, -9, i, 38*, -7, -2
- CSc1ncc(CN2CCN(C3CCCC3)C(CCO)C2)cn1 (configuration not stated)
  2, -8, -0.9, -2, -3, i, 8, 2, 1
- Cc1nn(-c2cc(Cl)ccc2Cl)c(C)c1C(=O)O
  4, -10, 0.5, 0, -5, i, 1, -3, 4
- CCOc1cc(C(=O)N(C)Cc2cc3ccccc3[nH]c2=O)cc(OCC)c1OCC
  4, -10, 1.9, -5, -7, i, 6, 12, 3
- CC(C)CNC(=O)C1(C)CCCN1C(=O)CCc1cccs1 (configuration not stated)
  3, 12, -0.4, 0, -1, i, -12, 17, -2
- COc1cccc(S(=O)(=O)NCc2ccc(C(=O)N3CCN(C)CC3)cc2)c1
  -4, 5, -1.2, -8, -7, i, 4, -4, -2
- O=C1CSC(c2cccnc2)N1c1ccc(Cl)cc1 (configuration not stated)
  0, 0, -0.4, -3, -4, i, 9, -2, 1
- CC(=O)Nc1cccc(C(=O)NCCc2ccco2)c1
  1, 0, -1.4, -1, -8, i, 4, 10, -3
- COc1ccccc1C/C(N)=N/O
  2, -2, 0.6, -5, -6, i, -4, 9, 0
- NC(=O)C1CCN(C(=O)C2CCN(S(=O)(=O)c3ccccc3)CC2)CC1
  -5, 3, 0.4, 0, -4, i, 1, 21, -1
- CC(C)(C)c1ccc(-c2n[nH]c(=S)n2-c2ccccc2)cc1
  -1, -2, 0.2, 2, 3, i, 21, -8, 4
- COc1ccc(CN2CCN(Cc3ccccc3F)CC2)cc1OC
  4, -4, -0.6, -3, -2, i, 0, -13, 4
- COc1ccccc1-c1nnc(SCc2nc3ccccc3s2)n1C
  -4, -9, -1.0, -13, -6, i, 6, -9, -7
- Cc1ccc2cccc(OCC(=O)Nc3ccc4c(c3)OCO4)c2n1
  -5, -4, 0.4, -6, 6, i, -21, -12, 1
- C/C(=N\NC(=O)c1nnn(-c2nonc2N)c1CSc1ccc(C)cc1)c1ccco1
  2, 0, -0.9, 0, 7, i, -8, 5, 6
- O=S(=O)(c1cccs1)N1CCc2ccccc2C1
  2, -5, 1.0, -3, 8, i, 3, -32, 4
- O=C(C1=C(O)C(=O)N(CC2CCCO2)C1c1ccccc1Cl)c1ccco1 (configuration not stated)
  -4, -4, 0.5, -12, -6, i, 2, 1, -2
- CCn1c(SCC(=O)Nc2cccc(O)c2)nc2c1c(=O)n(C)c(=O)n2C
  -2, -8, 1.2, -6, -1, i, 0, -8, 0

Copied from the list:
MsrA act with O=S(=O)(c1cccs1)N1CCc2ccccc2C1 is entered as -3
CendR NRP1 mod with CSc1ncc(CN2CCN(C3CCCC3)C(CCO)C2)cn1 (configuration not stated) is entered as 8
Rin1-Abl PPI inh with O=C(O/N=C/c1ccc(Cl)cc1)C1CCCCC1 is entered as 2

Later entries:
The line under a structure holds: Rin1-Abl PPI inh, E coli Lon inh, MsrA inh, MsrA act, FAS TE block, Neddylation inh, CendR NRP1 mod, SKN-1 block, MT1-MMP act inh
- CCn1c(SCC(=O)Nc2cccc(C)c2)nc2ccccc2c1=O
  3, 7, -1.1, -4, 13, i, -8, 7, 2
- CSCCC(NC(=O)c1cccc(C)c1)C(=O)Nc1sccc1C(N)=O (configuration not stated)
  4, -15, 0.6, -1, 2, i, -21, 21, 1
- CC1=C(C(=O)N2CCCCCC2)CC(CC(=O)NCc2cccc3ccccc23)C(=O)N1CCC1=CCCCC1 (configuration not stated)
  ., -12, 1.7, -2, 29, i, -2, 1, -2
- Cc1ccc(CS(=O)Cc2ccc(C(=O)NC3CCC(C)CC3)o2)cc1 (configuration not stated)
  3, -1, -0.2, -3, -1, i, 2, 0, 0
- COc1ccc(OCCC(=O)OCC(=O)NCCC2=CCCCC2)cc1
  0, 0, 0.1, -4, 2, i, -17, 2, 3
- Cc1ccc(S(=O)(=O)NNC(=O)C(=O)NNS(=O)(=O)c2ccc(C)cc2)cc1
  1, -5, 1.4, -2, -10, i, 17, 3, 3
- CC(=O)Nc1ccc(S(=O)(=O)N(C)Cc2ccccc2)cc1
  -1, 4, 0.0, -3, -10, i, 6, -2, 2
- O=C1c2ccccc2N2C(=O)c3ccccc3C2N1Cc1ccccc1 (configuration not stated)
  0, -1, -0.6, 0, 12, i, -4, -8, 2
- Cc1cccc(NC(=O)CN2C(=O)c3ccccc3S2(=O)=O)n1
  4, 1, 1.3, -4, -3, i, -12, 14, -1
- O=C(OCC(=O)N1CCN(C(=O)c2ccco2)CC1)c1cc(=O)c2ccccc2o1
  -1, -8, 1.4, -1, -10, i, 18, 14, 0
- O=C(c1ccc(Cl)c([N+](=O)[O-])c1)N(Cc1ccccc1)C1CCS(=O)(=O)C1 (configuration not stated)
  -3, -2, 0.0, -3, 0, i, 6, 10, -2
- CCOC(=O)N1CCN(Cc2nc3c(c(=O)n(C)c(=O)n3C)n2Cc2ccc(F)cc2)CC1
  -3, -2, -0.2, 1, 6, i, -3, -1, -1
- O=C(C1CCN(S(=O)(=O)c2ccc(-n3cnnn3)cc2)CC1)N1CCCCC1
  3, 2, -0.3, -5, 7, i, 6, -12, 3
- O=C(Nc1ccc2sccc2c1)c1ccc(Cl)s1
  2, -5, -0.8, -4, 1, ., 2, 4, -2
- CCOC(=O)c1cc2occc2n1CC(=O)NCCOC
  0, -3, 1.8, 4, -6, i, 11, 11, 0
- CC12CCC(=O)N1c1ccccc1C(=O)N2c1ccccc1 (configuration not stated)
  -2, 5, -1.0, 0, -7, i, 20, 3, -4
- Cc1cccc(-c2nsc(SCC(=O)N3CCCC3)n2)c1
  -2, 8, 1.1, -3, -2, i, 4, 20, -1
- COc1ccc(Cl)cc1NC(=S)NCc1cccnc1
  3, 3, 0.0, -9, -10, i, -5, 1, 5
- CC(=O)Oc1ccc2oc(=O)c3c(c2c1)CCCN3C(=O)CN1CCN(c2ncccn2)CC1
  0, -1, 2.7, -4, -6, i, 1, -13, 1
- Cc1cccc(NS(=O)(=O)c2nnc(NC(=O)c3cccc(C)c3)s2)c1
  0, -1, 0.3, -2, -3, i, -20, 10, 4
- O=C(NN=C(Cc1ccccc1)Cc1ccccc1)c1ccc(F)cc1
  -3, 0, 0.3, -3, 5, i, 0, 5, 2
- CCOc1cc(CNCc2ccccc2)ccc1OCc1ccc(Cl)cc1
  -1, 7, -0.5, -1, 6, i, 9, 30, -1
- C=CCN(Cc1nc(-c2ccccc2)no1)C(=O)c1ccco1
  3, -2, -1.5, -3, -2, i, 3, 7, 3
- COC(=O)C1=CN(CC2CCCO2)C=C(C(=O)OC)C1c1cc(OC)c(OC)c(OC)c1 (configuration not stated)
  0, -10, 0.5, -3, -9, ., -7, -7, -1
- COc1ccc(N2C(C)=CS/C2=C(/C#N)c2nnc(N3CCOCC3)n2-c2ccccc2)cc1
  0, -9, 3.6, -10, -5, i, 7, -8, 0
- O=C(COc1ccccc1)NC(=S)Nc1cccc2cc(O)ccc12
  -12, -3, 0.1, -4, 12, i, 8, -3, 2
- CC(C)N1CCC(N2CCN(C3CCCCCC3)CC2CCO)CC1 (configuration not stated)
  1, -4, 0.4, -2, -6, i, 12, 9, 1
- CCOC(=O)c1sc(NC(=O)c2ccc(OC)cc2)nc1C
  0, -4, -0.5, 0, -1, ., 10, 7, -6
- COc1ccc(CCC2=NCCN2C(CC(C)C)c2nc3ccccc3[nH]2)cc1 (configuration not stated)
  1, -13, -0.4, -3, -6, i, 6, 3, 1
- COCCNc1ncnc2c1ncn2[C@H]1CN(Cc2ccncc2)C[C@@H](CO)O1
  3, 4, 1.1, -8, -7, i, -3, -5, -9
- CC(C)NC(=O)C1(C)CN(S(C)(=O)=O)CC(=O)N1Cc1cccs1 (configuration not stated)
  ., ., -0.8, ., ., i, -13, 10, 2
- FC(F)(F)c1ccc2c(c1)n(Cc1ccccc1)c1[n+]2CCCCC1
  -4, -9, 0.8, -6, 3, i, -33, 0, -14
- Cc1cc(OC(=O)c2cccc([N+](=O)[O-])c2)c(C)cc1CN1CCOCC1
  -2, 4, -0.9, -5, 16, i, 4, -17, 1
- CCOc1ccc(NC(=O)CSc2nnc(C3CC3)n2C2CC2)cc1
  3, -8, 1.2, -2, -7, i, -5, 16, -2
- Cc1sc2ncnc(NCC(c3ccco3)N(C)C)c2c1C (configuration not stated)
  4, -3, 1.8, -1, -1, i, 5, -2, 0
- Fc1ccc(NC(=S)Nc2cccc(Cl)c2)cc1
  -2, -7, -1.1, -7, 1, i, 0, 1, -1
- COc1ccc(CCN2C(=O)c3ccccc3C2c2nnnn2C(C)C)cc1OC (configuration not stated)
  ., -5, 0.7, -1, -7, i, 8, 5, 5
- O=c1oc(-c2ccccc2F)nc2scc(-c3ccccc3)c12
  -3, -1, -0.5, -2, 86*, i, -4, 12, 1
- Cc1cc(SCC(=O)OCC(=O)NCC2CCCO2)c(C)cc1Br (configuration not stated)
  0, 5, -1.5, -1, -2, i, 10, -8, -2
- N=C(N)SCc1ccc(Cl)cc1Cl
  0, -3, 0.2, -6, -14, i, -9, 0, 1

Continued, overlapping the part above by two compounds.
The line under a structure holds: Rin1-Abl PPI inh, E coli Lon inh, MsrA inh, MsrA act, FAS TE block, Neddylation inh, CendR NRP1 mod, SKN-1 block, MT1-MMP act inh
- Cc1cc(SCC(=O)OCC(=O)NCC2CCCO2)c(C)cc1Br (configuration not stated)
  0, 5, -1.5, -1, -2, i, 10, -8, -2
- N=C(N)SCc1ccc(Cl)cc1Cl
  0, -3, 0.2, -6, -14, i, -9, 0, 1
- COc1cccc(-c2ccc3nnc(SCC(=O)Nc4ccc(NC(C)=O)cc4)n3n2)c1
  -2, 5, 0.6, -3, 2, i, -19, 2, 7
- CN(c1ccccc1C(=O)Nc1ccccc1-c1ccccc1)S(C)(=O)=O
  3, -4, -0.1, 0, -2, i, -4, -15, -5
- S=C(NCCCN1CCOCC1)Nc1ccc(Cl)c(Cl)c1
  1, -5, -0.8, 14*, -6, i, 6, -2, 3
- COc1nccnc1NS(=O)(=O)c1ccc(NC(=S)NC(=O)/C=C/c2ccc(F)cc2)cc1
  -4, 18, 4.2, -3, -9, i, -45, -3, 0
- COc1cc(CCC(=O)Nc2ccc(C)c(S(=O)(=O)N3CCCCCC3)c2)cc(OC)c1OC
  3, -1, 0.0, 1, 13, i, -5, -11, 2
- C=CCn1c(Cc2cccs2)nnc1SCC(=O)c1ccc2ccccc2c1
  1, -6, 1.2, -1, 8, i, -15, 9, -1
- O=C(Nc1ccc(N2CCCCC2)cc1)c1ccc([N+](=O)[O-])o1
  -5, -5, 2.0, 2, 9, i, 6, 19, 4
- Cc1cc(C(=O)Nc2ccc(Cl)cc2)c2ccccc2n1
  1, 1, -0.2, -2, 3, i, 4, 5, 2
- Cc1ccc(S(=O)(=O)CCC(=O)OCCOc2ccc(Br)cc2)cc1
  3, -1, -0.6, -1, 37, i, -1, 7, 1
- CCOC(=O)c1c[nH]n2c(=S)ncnc12
  1, 2, 1.0, -4, -7, i, -2, 5, 3
- CC(C)(C)NC(=O)/C=C/c1cccs1
  -1, 6, 1.8, -3, -4, i, 10, 6, -4
- CCOc1nc(C)cc(C)c1S(=O)(=O)c1ccc(Cl)cc1
  -1, -4, -0.4, -10, 22, i, 1, -4, -4
- COc1cccc(C2Nc3ccccc3C(=O)N2O)c1O (configuration not stated)
  -2, -4, 0.9, -2, 7, i, 18, 11, 8
- CCN1C[C@@H]2[C@@H]3C(=O)N(Cc4ccccc4)C(=O)[C@@H]3[C@](Cc3ccccc3)(C1=O)N2C(=O)c1ccccc1
  1, 2, -0.1, -2, -3, i, 16, 5, -6
- O=[N+]([O-])c1ccc(Cl)cc1N1CCCC1
  0, 3, 0.3, -3, -5, i, 9, 5, 1
